Assay outcomes deposited in PubChem by Broad Institute.
GASC1 inh: blocks human GASC-1 (KDM4C) demethylase activity. inhibition, % at 12.5 µM. GST-KDM4C 2-372, H3K9me3 peptide, LANCE TR-FRET. actives 0.15% (n = 96,000);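 active means mean replicate inhibition above about 25%, with at least 55% of replicates also reaching it, limit read from the data, passing the limit was not always enough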
Target sequence (Q9H3R0 2-372 limits assumed): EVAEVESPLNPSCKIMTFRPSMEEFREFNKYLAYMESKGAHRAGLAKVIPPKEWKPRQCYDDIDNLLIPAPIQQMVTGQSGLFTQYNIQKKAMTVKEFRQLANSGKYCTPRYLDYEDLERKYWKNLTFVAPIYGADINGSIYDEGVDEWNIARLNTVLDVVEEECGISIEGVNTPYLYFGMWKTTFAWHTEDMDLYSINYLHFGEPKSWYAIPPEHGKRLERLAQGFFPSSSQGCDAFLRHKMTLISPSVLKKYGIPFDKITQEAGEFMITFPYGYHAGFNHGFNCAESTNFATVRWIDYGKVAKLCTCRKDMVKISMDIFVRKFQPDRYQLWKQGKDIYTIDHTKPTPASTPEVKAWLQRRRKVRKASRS
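System – N-terminal GST-fused human GASC-1 (KDM4C) fragment, residues 2-372 · Input – enzyme final amount 10 nM · Technique – LANCE TR-FRET, Eu antibody, ULight-streptavidin, EDTA, ex 340 nm, em 618/671 nm · Medium – HEPES buffer, pH 7.5, plus ascorbate · Incubation – enzyme reaction 30 min, then detection 60 min, both room temperature · Reagent – H3K9me3 peptide with Fe(II)/2OG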
C diff HTS: C. difficile growth inhibition. Clostridium difficile clinical isolate growth, OD600, 24 h; active compounds read low. growth activity, negative = inhibition, % at 16 µg/mL (by protocol). actives 0.25% (n = 86,000). AID 1259249;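 active means mean growth activity at or below -80% and every replicate also at or below -80%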;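 further: 0% = DMSO wells and -100% = levofloxacin 16 µg/mL wells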
Pf Dd2 growth: P. falciparum Dd2 growth inhibition; activity change, % at 10 µM; SYBR Green, 72 h; active compounds read low; AID 1159554; actives 2.3% (n = 94,000); in the data active means activity change below about -80%
Tcruzi prolif: blocks T. cruzi growth in NIH3T3 culture; T. cruzi beta-gal in NIH3T3, GalScreen luminescence, 90 h; inhibition, % at 8.34 µM; actives 5.9% (n = 77,000); AID 624255;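 active means mean inhibition above about 93%, with at least 55% of replicates each passing it, limit read from the data, passing the limit was not always enough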
Starred values were filed as active, the others as inactive; nt = not tested or not shown. No enrichment for hits; 6.7% or so of the library scored in one or more.

Screens in order – GASC1 inh	C diff HTS	Pf Dd2 growth	Tcruzi prolif
C[C@H](CO)N1C[C@H](C)[C@@H](CN(C)C(=O)Nc2ccc(C(F)(F)F)cc2)Oc2c(NS(=O)(=O)c3cccs3)cccc2C1=O
    -2.6	nt	5	-32
C[C@@H]1CN([C@@H](C)CO)C(=O)c2cc(NC(=O)Nc3cccc4ccccc34)ccc2O[C@H]1CN(C)Cc1ccc(C(=O)O)cc1
    -0.7	-1	-1	nt
CO[C@@H]1CN(C)C(=O)c2cc(NC(=O)C3CC3)ccc2OC[C@H](C)N(CCc2ccccc2)C[C@H]1C
    -0.4	-8	-47	26
C[C@@H]1CN([C@@H](C)CO)S(=O)(=O)c2ccc(C#C[C@@H](C)O)cc2O[C@H]1CN(C)C(=O)c1ccncc1
    1.3	17	34	4
CCC(=O)N1[C@@H]2CN(C(=O)Nc3cccc(Cl)c3)c3ccccc3[C@@H]2[C@@H]1CO
    -2.9	0	-1	-12
Cc1ccc(S(=O)(=O)N[C@H]2CC[C@H](CCn3cc(C4CCCCC4)nn3)O[C@@H]2CO)cc1
    -0.9	-4	-27	-1
C[C@H]1CN([C@@H](C)CO)C(=O)c2cc(/C=C/c3ccccc3)cnc2O[C@H]1CN(C)Cc1cncnc1
    -0.2	1	-14	12
CO[C@H]1CN(C)C(=O)c2cc(NC(C)=O)ccc2OC[C@@H](C)N(Cc2cccc(F)c2)C[C@@H]1C
    1.4	-2	-6	7
O=C(C[C@H]1CC[C@H](NC(=O)C2CCC2)[C@H](CO)O1)NC1CCC1
    3.3	4	2	nt
C[C@@H]1CN([C@H](C)CO)C(=O)c2cccc(NC(=O)Nc3ccc4c(c3)OCO4)c2O[C@H]1CN(C)C(=O)Nc1ccccc1
    -0.7	12	-3	30
CC(C)(O)C#Cc1ccc([C@H]2[C@@H](CO)N3CCCCN(C(=O)c4cccc(F)c4)C[C@H]23)cc1
    0.5	9	19	110*
COc1ccc(CN(C)C[C@@H]2Oc3ccc(NS(=O)(=O)c4ccccc4)cc3CC(=O)N([C@H](C)CO)C[C@@H]2C)cc1
    1.4	-4	1	8
CO[C@H]1CN(C)C(=O)c2cc(NC(=O)Nc3ccc(Cl)cc3)ccc2OC[C@H](C)N(C)C[C@H]1C
    0.8	0	11	-17
CC(=O)N(C[C@@H]1N[C@@H](CO)[C@@H]1c1ccc(-c2ccc(F)cc2)cc1)C(C)C
    2.7	14	-16	72
O=C(c1ccncc1)N1C[C@H]2[C@@H](c3ccccc31)[C@@H](CO)N2C(=O)Nc1ccccc1Cl
    -0.8	9	2	45
CCc1cnc(N2[C@H](C#N)[C@H](c3ccccc3)[C@@H]2CO)s1
    -1.2	1	22	-6
CCCNC(=O)N1CC2(C1)[C@@H](c1ccccc1)[C@@H](CO)N2CC1CCCC1
    -0.4	11	-20	nt
CN(C)CCCNC(=O)C[C@H]1CC[C@H]2[C@H](COc3ccc(NC(=O)c4ccc5c(c4)OCO5)cc3C(=O)N2C)O1
    2.7	6	9	-56
C[C@@H]1CN([C@H](C)CO)C(=O)c2cc(NC(=O)Nc3cccc4ccccc34)ccc2O[C@H]1CN(C)S(=O)(=O)c1cccs1
    -1.3	nt	8	11
COc1ccc(NC(=O)C[C@H]2CC[C@H]3[C@@H](COc4ccc(NC(C)=O)cc4C(=O)N3C)O2)cc1
    0.5	-4	-4	28
CCCNC(=O)[C@@H]1[C@@H](CO)[C@@H]2Cn3c(ccc(-c4ccc(F)cc4)c3=O)[C@@H]2N1C
    4.5	1	12	37
CC(C)COC(=O)N(C)C[C@H]1OCc2ccccc2-c2c(n(C)c3ccccc23)C(=O)N([C@@H](C)CO)C[C@H]1C
    -1.1	-4	-38	86
C[C@H](CO)N1C[C@H](C)[C@@H](CN(C)Cc2ccc(C(=O)O)cc2)Oc2ccc(NC(=O)C3CC3)cc2C1=O
    0.3	3	8	-14
COc1ccc(NC(=O)Nc2ccc3c(c2)[C@H]2C[C@H](CC(=O)N4CCc5ccccc5C4)O[C@H](CO)[C@H]2O3)cc1
    -4.8	-2	-78	-29
CCc1cnc(N2[C@H](C#N)[C@@H](c3ccccc3C3=CCCCC3)[C@@H]2CO)s1
    -2.7	7	-8	nt
COc1ccc(NC(=O)N(C)C[C@@H]2OCCCC[C@H](C)Oc3ccc(NS(=O)(=O)c4ccc(Cl)cc4)cc3C(=O)N([C@@H](C)CO)C[C@@H]2C)cc1
    2.2	5	-44	37
CN(C)CCCNC(=O)C[C@H]1CC[C@@H](NS(=O)(=O)c2ccccc2)[C@@H](CO)O1
    -2.0	1	7	22
O=C(c1cccc(F)c1)N1CC2(C1)[C@H](c1ccccc1)[C@H](CO)N2C(=O)C1CCCC1
    -0.4	5	5	nt
CC(C)CC#Cc1ccc2c(c1)O[C@@H](CN(C)CC1CCOCC1)[C@H](C)CN([C@@H](C)CO)S2(=O)=O
    -2.1	13	-63	107
C[C@H]1CCCCO[C@H](CN(C)C(=O)CCCN(C)C)[C@@H](C)CN([C@@H](C)CO)C(=O)c2cc(NC(=O)Nc3cccc4ccccc34)ccc2O1
    -2.9	-2	-12	71
C[C@@H]1CN([C@H](C)CO)C(=O)c2cccc(NC(=O)Nc3ccc(F)cc3)c2O[C@@H]1CN(C)S(=O)(=O)c1ccccc1
    -0.4	-10	-11	49
COCC(=O)Nc1ccc2c(c1)C(=O)N(C)[C@@H]1CC[C@H](CC(=O)NCC(F)(F)F)O[C@H]1CO2
    1.1	-2	10	-14
C[C@@H]1CCCCO[C@@H](CN(C)S(=O)(=O)c2ccc(Cl)cc2)[C@H](C)CN([C@H](C)CO)C(=O)c2cc(N(C)C)ccc2O1
    6.0	-2	-50	38
C[C@H]1CN([C@@H](C)CO)C(=O)c2cccc(NS(=O)(=O)c3ccccc3)c2O[C@H]1CN(C)Cc1ccc2c(c1)OCO2
    7.5	-1	-32	33
C[C@@H]1CN([C@H](C)CO)C(=O)Cc2cc(NS(=O)(=O)c3ccc(Cl)cc3)ccc2O[C@@H]1CN(C)Cc1ccc(C(F)(F)F)cc1
    -0.9	22	2	83
C[C@H](O)C#Cc1ccc2c(c1)O[C@H](CN(C)Cc1ccncc1)[C@@H](C)CN([C@@H](C)CO)S2(=O)=O
    -0.9	1	-62	71
COc1ccccc1-c1ccc2c(c1)O[C@H](CN(C)S(=O)(=O)c1ccc(C)cc1)[C@H](C)CN([C@@H](C)CO)S2(=O)=O
    -2.0	21	-47	128*
CCC(=O)N1CC(=O)N2[C@@H](CO)[C@H](c3ccc(C#Cc4cccnc4)cc3)[C@@H]2C1
    1.2	-9	19	nt
CCCN1C[C@H](C)[C@@H](OC)CN(C)C(=O)c2cc(NC(=O)CC)ccc2OC[C@H]1C
    -2.0	nt	nt	-18
C[C@@H]1CN([C@@H](C)CO)S(=O)(=O)c2ccc(/C=C/c3ccccc3)cc2O[C@@H]1CN(C)Cc1cncnc1
    -2.9	-11	-3	108*

Just Tcruzi prolif, Pf Dd2 growth and C diff HTS (2 entries from above):
mol	Tcruzi prolif	Pf Dd2 growth	C diff HTS
COc1ccc(CN(C)C[C@@H]2Oc3ccc(NS(=O)(=O)c4ccccc4)cc3CC(=O)N([C@H](C)CO)C[C@@H]2C)cc1	8	1	-4
Cc1ccc(S(=O)(=O)N[C@H]2CC[C@H](CCn3cc(C4CCCCC4)nn3)O[C@@H]2CO)cc1	-1	-27	-4

(next part)
Screens in order – GASC1 inh	C diff HTS	Pf Dd2 growth	Tcruzi prolif
COc1cccc(NC(=O)N(C)C[C@H]2Oc3cc(-c4ccccc4OC)ccc3S(=O)(=O)N([C@@H](C)CO)C[C@H]2C)c1
    -2.0	-4	-5	nt
C/C=C/c1ccc2c(c1)O[C@@H](CN(C)Cc1cccnc1)[C@H](C)CN([C@H](C)CO)S2(=O)=O
    -0.1	-5	-38	107*
COc1ccc2c3c([nH]c2c1)[C@H](CO)N(C(=O)c1cccc(F)c1)CC31CN(C(=O)c2cccc(F)c2)C1
    -1.7	2	-39	nt
CCCNC(=O)N(C)C[C@@H]1Oc2ncc(-c3ccccc3)cc2C(=O)N([C@@H](C)CO)C[C@@H]1C
    0.3	0	16	-67
O=C(CC1CC1)N1[C@H](CO)[C@@H](c2ccccc2)C12CN(Cc1ccccc1F)C2
    1.8	3	-60	nt
C[C@@H]1CN([C@@H](C)CO)C(=O)CCCn2cc(nn2)CO[C@@H]1CN(C)Cc1ccncc1
    3.2	-4	5	60
Cc1noc(C)c1NC(=O)Nc1ccc2c(c1)C(=O)N([C@H](C)CO)C[C@@H](C)[C@@H](CN(C)C(=O)C1CCCCC1)OCCCC[C@H](C)O2
    1.4	9	-23	1
C[C@@H]1CN([C@@H](C)CO)C(=O)c2ccccc2-c2ccccc2CO[C@H]1CN(C)C(=O)c1ccccc1
    2.7	nt	-26	-7
COc1ccc2c3c(n(C)c2c1)[C@H](CO)N(S(=O)(=O)c1ccc(C)cc1)CC31CN(S(=O)(=O)c2ccc(C)cc2)C1
    -0.5	1	-62	nt
Cc1cccc(S(=O)(=O)N2CCCCN3[C@H](C2)[C@H](c2ccc(-c4cccnc4)cc2)[C@@H]3CO)c1
    -0.5	3	-6	30
CN1C(=O)c2cc(NC(=O)C3CCCCC3)ccc2OC[C@H]2O[C@@H](CC(=O)NCCc3ccncc3)CC[C@@H]21
    -0.8	-5	5	26
COc1ccc(NC(=O)N(C)C[C@@H]2OCCCC[C@@H](C)Oc3ccc(NS(=O)(=O)c4c(C)noc4C)cc3C(=O)N([C@H](C)CO)C[C@@H]2C)cc1
    -1.4	3	31	2
CO[C@H]1CN(C)C(=O)c2ccc(NC(C)=O)cc2OC[C@H](C)N(C(=O)Cc2cccnc2)C[C@H]1C
    1.2	-3	4	8
C/C=C/c1cnc2c(c1)C(=O)N([C@@H](C)CO)C[C@H](C)[C@H](CN(C)C(=O)C1CCCCC1)O2
    -0.1	-1	-4	13
C[C@H]1CN([C@@H](C)CO)C(=O)c2cc(NC(=O)CCCCCC(=O)Nc3ccccc3N)ccc2O[C@@H]1CN(C)CC1CCCCC1
    -0.9	-4	-50	nt
C[C@@H]1CN([C@H](C)CO)C(=O)c2cccc(NS(=O)(=O)c3cccs3)c2O[C@@H]1CN(C)C(=O)Nc1ccc(F)cc1
    -0.1	-5	-3	41
COc1ccc(S(=O)(=O)N(C)C[C@H]2Oc3cc(C#CC4CCCCC4)ccc3S(=O)(=O)N([C@H](C)CO)C[C@H]2C)cc1
    -1.1	nt	-66	55
Cc1noc(C)c1S(=O)(=O)Nc1ccc2c(c1)C(=O)N([C@@H](C)CO)C[C@@H](C)[C@@H](CN(C)Cc1ccc(C(=O)O)cc1)OCCCC[C@@H](C)O2
    1.6	6	-25	47
CN(C)C(=O)c1ccc(-c2ccc(C3[C@H]4CNC[C@@H]3N4S(=O)(=O)c3ccc(F)cc3)cc2)cc1 (some centres not stated)
    0.0	5	5	nt
CC(=O)Nc1ccc2c(c1)C(=O)N(C)[C@H]1CC[C@@H](CC(=O)NC3CCCCC3)O[C@H]1CO2
    0.2	-2	-14	-12

Among those listed so far, these have a CF3 group:
Screens in order – GASC1 inh	C diff HTS	Pf Dd2 growth	Tcruzi prolif
C[C@H](CO)N1C[C@H](C)[C@@H](CN(C)C(=O)Nc2ccc(C(F)(F)F)cc2)Oc2c(NS(=O)(=O)c3cccs3)cccc2C1=O
    -2.6	nt	5	-32
COCC(=O)Nc1ccc2c(c1)C(=O)N(C)[C@@H]1CC[C@H](CC(=O)NCC(F)(F)F)O[C@H]1CO2
    1.1	-2	10	-14
C[C@@H]1CN([C@H](C)CO)C(=O)Cc2cc(NS(=O)(=O)c3ccc(Cl)cc3)ccc2O[C@@H]1CN(C)Cc1ccc(C(F)(F)F)cc1
    -0.9	22	2	83

Additional structures
| structure | GASC1 inh | C diff HTS | Pf Dd2 growth | Tcruzi prolif |
| --- | --- | --- | --- | --- |
| Cc1cccc(S(=O)(=O)N2C[C@H](O)COC[C@@H]3O[C@H](CC(=O)Nc4ccccc4)CC[C@H]32)c1 | 0.9 | 2 | -17 | 42 |
| Cc1ccc(S(=O)(=O)NCC[C@@H]2CC[C@@H](NC(=O)c3cnccn3)[C@H](CO)O2)cc1 | 0.5 | nt | 4 | 42 |
| NCC[C@@H]1CC[C@H](NS(=O)(=O)Cc2ccccc2)[C@@H](CO)O1 | 1.6 | nt | 14 | -20 |
| COc1ccc(CN(C)C[C@H]2Oc3c(NS(=O)(=O)c4ccc(F)cc4)cccc3C(=O)N([C@H](C)CO)C[C@H]2C)cc1 | 1.8 | -2 | 5 | -22 |
